ELG1 genotoxic – inducers of genotoxicity in HEK293T ELG1-luciferase cells; HEK293T ELG1-luciferase reporter, luminescence, 16 h; Potency, µM (highest dose often 46 µM), for inactives: top-dose activity change, positive = activation, most hits filed as activators; hit rate 1.3% among 330,000; further: potency means the concentration at half of the fitted maximal effect; % of control where 0% means no effect; nearly all actives have a fitted effect of over 60% in size
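Genotoxic stress is detected as increased luminescence from luciferase-tagged ELG1 in HEK293T cells, measured with ONE-Glo after a 16 hr treatment at 37 °C.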
FLuc modulator – inhibits or activates purified firefly luciferase, miR-21 counter-screen | purified FLuc, Km substrates, luminescence inhibition | AID 588342 | P08659 | hit rate 6.9% among 360,000 | Potency, µM (highest dose often 57.5 µM), without a hit: top-dose activity change, negative = inhibition, actives largely listed as inhibitors;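 further: potency means the concentration at half of the fitted maximal effect; plate controls were vehicle for no effect and reference inhibitor for full effect; nearly all actives have a fitted effect of over 55% in size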
Target sequence (P08659 whole entry, looked up): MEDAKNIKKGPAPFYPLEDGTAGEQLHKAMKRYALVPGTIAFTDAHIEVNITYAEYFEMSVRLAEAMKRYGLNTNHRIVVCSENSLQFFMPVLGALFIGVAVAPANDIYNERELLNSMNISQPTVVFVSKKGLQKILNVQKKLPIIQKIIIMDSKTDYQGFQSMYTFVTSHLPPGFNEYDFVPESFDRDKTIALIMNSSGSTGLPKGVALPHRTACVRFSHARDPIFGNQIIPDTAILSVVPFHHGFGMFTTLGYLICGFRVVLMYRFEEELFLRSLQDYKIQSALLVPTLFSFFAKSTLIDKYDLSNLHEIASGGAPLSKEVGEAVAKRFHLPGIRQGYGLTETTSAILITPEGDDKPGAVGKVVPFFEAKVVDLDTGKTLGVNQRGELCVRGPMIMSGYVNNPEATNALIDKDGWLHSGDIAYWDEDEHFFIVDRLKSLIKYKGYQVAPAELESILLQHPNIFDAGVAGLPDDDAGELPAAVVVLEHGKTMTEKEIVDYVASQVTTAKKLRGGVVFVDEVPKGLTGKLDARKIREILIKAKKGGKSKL
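Purified P. pyralis luciferase (10nM final) with 10uM D-luciferin and 10uM ATP (Km levels) in 50mM Tris acetate pH 7.5, 10mM Mg acetate, 0.01% Tween-20, 0.05% BSA; qHTS 6-point titration, ~60 µM downward; luminescence read.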
Tb PFK block – inhibitors of T. brucei phosphofructokinase; O15648; T. brucei PFK, ADP-Glo luminescence; Potency, µM (doses to about 57.5 µM), without a hit: top-dose activity, negative = inhibition, hits mostly inhibitors; hit rate 0.17% among 330,000; AID 485367;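 further: potency means the concentration at half of the fitted maximal effect; 0% = uninhibited 1x PFK enzyme wells and -100% = no-enzyme wells; nearly all actives have a fitted effect of over 60% in size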
Target sequence (O15648 whole entry, looked up): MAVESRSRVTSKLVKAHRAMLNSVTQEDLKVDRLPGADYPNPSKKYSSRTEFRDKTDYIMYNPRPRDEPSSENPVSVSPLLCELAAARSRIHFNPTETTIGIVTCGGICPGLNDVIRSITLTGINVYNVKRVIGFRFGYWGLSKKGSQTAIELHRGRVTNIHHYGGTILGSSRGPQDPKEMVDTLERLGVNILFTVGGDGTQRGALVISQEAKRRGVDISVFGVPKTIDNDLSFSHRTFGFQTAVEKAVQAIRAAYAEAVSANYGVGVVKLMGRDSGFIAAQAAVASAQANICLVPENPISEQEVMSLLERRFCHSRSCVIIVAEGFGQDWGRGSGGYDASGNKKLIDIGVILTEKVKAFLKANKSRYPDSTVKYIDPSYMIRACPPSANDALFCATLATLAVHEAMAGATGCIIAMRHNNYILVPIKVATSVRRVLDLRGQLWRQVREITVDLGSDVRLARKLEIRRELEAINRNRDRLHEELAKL
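ADP-Glo luminescence quantified ADP after 45 min at room temperature, with 1.25 nM T. brucei PFK, 0.1 mM ATP and 0.5 mM fructose-6-phosphate in pH 8.0 TEA buffer. qHTS titrations up to 57 µM; curves classified by quality.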
KCNH2 3.1 inh – KCNH2 3.1 (human) potassium channel inhibition; U2OS KCNH2 3.1, thallium flux FluxOr; stronger effect = lower value; activity change, % (tested at about 1.8 µM); hit rate 0.95% among 340,000; AID 720553;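 active means maximum activity change below -70%; inconclusive means maximum activity change from -70% to -50%; inactive means maximum activity change above -50%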;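 further: thallium influx rate constant from kinetic fluorescence after stimulation buffer; on the % scale 0 is the no-effect control and ±100 the full control effect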
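Thallium flux read-out: FluxOr dye with Red40 quencher in HBSS/HEPES, 45 min at RT. Rate constants from kinetic reads were normalized to positive and negative DMSO controls. Cells: U2OS virally expressing the 3.1 isoform.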
Rab9 prom act – activators of Rab9 promoter; Potency, µM (doses to about 9.22 µM), for the others: at the highest dose activation, negative = inhibition, hits mostly activators; Huh7 Rab9 promoter-luciferase reporter, luminescence, 24 h; hit rate 2.8% among 320,000; further: potency means the concentration at half of the fitted maximal effect; % of control where 0% means no effect; nearly all actives have a fitted effect of over 60% in size
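Quantitative HTS format; Huh7 Rab9-luciferase reporter cells (1500/well) receive compound 2 h post-plating, incubate 24 h at 37 °C, then get luciferase reagent for 10 min before luminescence reading.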
RORgamma inh – blocks mouse ROR gamma transcriptional activity; hit rate 5.4% among 310,000; Potency, µM (highest dose often 53.6 µM), without a hit: at the highest dose activity change, negative = inhibition, actives largely listed as inhibitors; P51450; Drosophila S2 Gal4-RORgamma UAS-luciferase reporter, 20 h; further: potency means the concentration at half of the fitted maximal effect; on the % scale 0 is the no-effect control and ±100 the full control effect; nearly all actives have a fitted effect of over 60% in size
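Stable Schneider cell line, Gal4 DNA-binding domain fused to ROR gamma, UAS-luciferase. Cmpd 1 hr RT → CuSO4 700 uM final → 20 hr RT → luciferase reagent 10 min → luminescence.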
Gal4-VP16 FLuc – counter-screen for ROR gamma inhibitors: Gal4-VP16 reporter; Drosophila S2 Gal4-VP16 UAS-luciferase, luminescence, 20 h; hit rate 3.5% among 310,000; Potency, µM (titrated, usually from 53.6 µM), for inactives: at the top dose activity, negative = inhibition, actives largely listed as inhibitors;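 further: Gal4-VP16 expression switched on by copper sulfate through the metallothionein promoter; potency means the concentration at half of the fitted maximal effect; on the % scale 0 is the no-effect control and ±100 the full control effect; nearly all actives have a fitted effect of over 50% in size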
uPA generation – inhibitors of cell surface uPA generation. cell surface uPA generation assay, qHTS. Potency, µM (top dose mostly 38.3 µM), inactives show at the highest dose activity change, negative = inhibition, actives largely listed as inhibitors. hit rate 0.31% among 330,000. AID 540303; active means well fitted inhibition curve with a large enough effect; inconclusive means small, poorly fitted or top-dose-only effect; inactive means no such curve, though single readings can be large or run the other way; tested in mouse RAW 264.7 cells; further: potency means the concentration at half of the fitted maximal effect; on the % scale 0 is the no-effect control and ±100 the full control effect; nearly all actives have a fitted effect of over 55% in size
FBPA coupling cs – coupling enzyme interference in Giardia aldolase counter-screen. coupling enzyme system counterscreen, AmpLite Red fluorescence. activity change, negative = inhibition, % at 58.2 µM, hits read low. hit rate 0.67% among 290,000; in the data active means activity change below about -30%; further: on the % scale 0 is the no-effect control and ±100 the full control effect
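Final compound at 57.5 uM, incubated 10 min at RT with coupling enzyme reagent (glyceraldehyde-3-phosphate), then 20 min with substrate and AmpLite Red detection. Fluorescence read at 525/598 nm; tests interference with the coupling assay, not aldolase inhibition.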
Giardia killer – Giardia lamblia killing. Giardia lamblia trophozoite viability. AID 540267. hit rate 0.15% among 340,000. activity change, % at 7.66 µM, hits read low; in the data active means activity change below about -80%; inconclusive means between about -30% and that limit;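 further: parasites exposed to compound for two days anaerobically before the ATP read; on the % scale 0 is the no-effect control and ±100 the full control effect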
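Each well holds 100 Giardia trophozoites and compound. After two days (48 hrs) at 37 deg C in anaerobic conditions, ATP is quantified by luminescence.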
NPC1 promoter act – NPC1 promoter activation | Huh7 NPC1 promoter luciferase reporter, 24 h | Potency, µM (titrated, usually from 9.22 µM), without a hit: at the top dose activation, usual class: activators | hit rate 2.4% among 320,000;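 further: potency means the concentration at half of the fitted maximal effect; % of control where 0% means no effect; nearly all actives have a fitted effect of over 60% in size; reporter is driven by a mutant NPC1 promoter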
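Readout is luciferase luminescence, reflecting NPC1 promoter activation in stably transfected Huh7 cells after 24 h compound exposure at 37 °C in reduced-serum medium with 10% FBS.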
Starred values were filed as active, the others as inactive; u = inconclusive; x = not tested or not shown; [ ] = remark or other dose. Unless noted, the call rests on the fitted dose curve; in most records, active means well fitted curve in the direction sought with a large enough effect; inconclusive means small, poorly fitted or top-dose-only effect, or another doubt; inactive means no such curve, though single readings can be large; an effect the other way counts as inactive or inconclusive. Not a hit list, and some 14% of all compounds hit somewhere here.

SMILES | ELG1 genotoxic | FLuc modulator | Tb PFK block | KCNH2 3.1 inh | Rab9 prom act | RORgamma inh | Gal4-VP16 FLuc | uPA generation | FBPA coupling cs | Giardia killer | NPC1 promoter act
CC(C)(O)CNC(=O)Nc1ccc(Cl)c(Cl)c1 | -4% | -9% | -18% | -7 | -3% | 13% | 0% | -16% | -1 | -1 | -5%
CCOc1ccc(Cc2onc3c2C(=O)CC(C)(C)C3)cc1OCC | -8% | -2% | -8% | -1 | 1% | 1% | 2% | 3% | 4 | -7 | -6%
O=C(Nc1cc(C(F)(F)F)ccc1Cl)C(Sc1ccccn1)c1ccccc1 (centres undefined) | -4% | -1% | -3% | -25 | -1% | u | u | 0% | -1 | 0 | -5%
COc1ccc(C(=O)NNC(=O)c2cc3cccc(OC)c3oc2=O)cc1 | 0% | -17% | 4% | -6 | -1% | 6% | -4% | 3% | 2 | -2 | -6%
Cc1ccc(S(=O)(=O)N(C)Cc2ccc(-c3nnc4n3CCC4)cc2)cc1 | 1% | -3% | 0% | 3 | -2% | 14%[10 µM] | -2% | -2% | 1 | -20 | 2%
C=CCNCc1cc(=O)n2c(-c3ccccc3)csc2n1 | -2% | 2% | 0% | 9 | -4%[1.84 µM] | 2% | 6% | 0% | 0 | -4 | -1%
O=P(c1ccccc1)(c1ccccc1)c1ccc(O)cc1 | 0% | 0% | -4% | 12 | 1% | 22% | 3% | 2% | 3 | -2 | 2%
COc1cccc(NC(=O)C2COc3ccccc3O2)c1 (centres undefined) | u | 27µM* | -9% | -11 | 24% | 10% | -10% | -21% | 1 | 25 | u
COc1ccc(-c2cn3cc(Br)cnc3n2)cc1 | 21µM* | u | 1% | 10 | u | 8% | 14% | -9% | 0 | 1 | 9%
CN(CCC#N)C(=O)COC(=O)c1cc(Cl)cc(Cl)c1N | -2% | 3% | 2% | 18 | -1% | 4% | 5% | -5% | 0 | 11 | -4%
Cc1ccsc1C(=O)Nc1ccc(S(=O)(=O)N2CCOCC2)cc1 | 2% | 3% | -3% | 3 | 1% | x | x | 6% | x | -4 | -5%
CC1(C)Cc2c(c(=S)nc(-c3ccccc3)n2CCN2CCOCC2)CO1 | 0% | 1% | -18% | -2 | -3% | -31% | 11% | x | 2 | -13 | 0%
O=C1c2ccccc2C(Nc2ccc(S(=O)(=O)N3CCCCCC3)cc2)N1Cc1ccco1 (centres undefined) | -9% | 0% | 0% | 1 | 0% | 21% | -6% | -5% | 1 | 5 | -1%
COc1cc(Cc2nccc3cc(OC)c(OC)cc23)c(NC(C)=O)cc1OC | u | -5% | 0% | 10 | 2% | -19% | -7% | -3% | 1 | -2 | -2%
C=C(C)COc1ccc(-c2nc(N)ncc2Oc2ccccc2OCC)c(O)c1 | -7% | -2% | -1% | -18 | 6% | -20% | -17% | 4% | -7 | 12 | -4%
COc1ccc2c(CC(=O)Nc3nc(C)cs3)coc2c1 | -3% | 24µM* | 2% | -1 | u | 37% | 29% | 1% | -2 | -5 | 10%
COc1ccc(NC(=O)CN2CCc3ccccc3C2)cc1S(=O)(=O)N1CCOCC1 | 1% | -1% | 8% | 9 | 3% | 30% | 3% | -11% | 0 | 4 | 0%
COCCCn1c(=N)c(C(=O)NCC2CCCO2)cc2c(=O)n3cccc(C)c3nc21 (centres undefined) | 1% | 1% | -4% | -2 | 5% | -18% | -13% | -6% | -11 | -11 | 0%
CSc1nsc(SC)c1NC(=O)N1CCCCC1 | 4% | -1% | -7% | 3 | 3% | -4% | 4% | -1% | 3 | -23 | -2%
CSc1ccc(/C=N/NC(=O)c2cc(O)cc(O)c2)cc1 | u | 9.5µM* | 10% | -5 | u | 8% | -7% | -7% | 5 | 1 | u
COc1ccc(-c2c(C)nn3c(N4CCCCCC4)cc(C)nc23)cc1OC | -15% | u | 0% | -2 | -17% | u | -16% | -6% | 6 | 0 | -13%
O=C1CNC(=O)/C(=C\c2ccccc2)N1 | 0% | 3% | 1% | 3 | -1%[1.84 µM] | -1% | 2% | 2% | -4 | -1 | -9%
CC(C)(C)c1ccc(C(=O)NNc2cc(Cl)cc(Cl)c2)cc1 | 1% | 2% | -5% | 17 | -3% | -3% | -6% | 1% | 1 | -1 | -7%
COc1ccc(C2Nc3ccccc3NC3=C2C(=O)CC(C)(C)C3)cc1 (centres undefined) | 7% | -5% | 8% | 28 | -1% | -17% | 2% | u | 0 | -26 | -2%
COc1cc(-c2noc(C)c2/C=C/c2ccc(C(=O)O)cc2)cc(OC)c1OC | 3% | -6% | -8% | -11 | 5% | 35% | -11% | u | 6 | -15 | -2%

A few values from the entries so far:
COc1cc(Cc2nccc3cc(OC)c(OC)cc23)c(NC(C)=O)cc1OC | FLuc modulator = -5%
COc1ccc(-c2c(C)nn3c(N4CCCCCC4)cc(C)nc23)cc1OC | Tb PFK block = 0%
CC(C)(C)c1ccc(C(=O)NNc2cc(Cl)cc(Cl)c2)cc1 | NPC1 promoter act = -7%
CSc1nsc(SC)c1NC(=O)N1CCCCC1 | uPA generation = -1%
CC(C)(O)CNC(=O)Nc1ccc(Cl)c(Cl)c1 | Gal4-VP16 FLuc = 0%

Some of these compounds in order of molar mass, largest number first:
SMILES | ELG1 genotoxic | FLuc modulator | Tb PFK block | KCNH2 3.1 inh | Rab9 prom act | RORgamma inh | Gal4-VP16 FLuc | uPA generation | FBPA coupling cs | Giardia killer | NPC1 promoter act
COc1ccc(-c2c(C)nn3c(N4CCCCCC4)cc(C)nc23)cc1OC | -15% | u | 0% | -2 | -17% | u | -16% | -6% | 6 | 0 | -13%
COc1ccc(C2Nc3ccccc3NC3=C2C(=O)CC(C)(C)C3)cc1 (centres undefined) | 7% | -5% | 8% | 28 | -1% | -17% | 2% | u | 0 | -26 | -2%
O=C1CNC(=O)/C(=C\c2ccccc2)N1 | 0% | 3% | 1% | 3 | -1%[1.84 µM] | -1% | 2% | 2% | -4 | -1 | -9%

The list continues.
SMILES | ELG1 genotoxic | FLuc modulator | Tb PFK block | KCNH2 3.1 inh | Rab9 prom act | RORgamma inh | Gal4-VP16 FLuc | uPA generation | FBPA coupling cs | Giardia killer | NPC1 promoter act
COc1ccc(NC(=O)CCCn2c(=O)c3sccc3n(Cc3ccccc3)c2=O)cc1 | -4% | 1% | 0% | 3 | 3% | 16% | -3% | -4% | 2 | 11 | -3%
NS(=O)(=O)c1ccc(NC(=O)COC(=O)/C(=C/c2cccs2)c2cccs2)cc1 | -5% | 3% | -2% | -3 | -4% | -23% | -4% | 5% | -2 | 8 | 0%
CN(C)c1cccc(C(=O)OCC(=O)N(C)c2ccccc2)c1 | 0% | -2% | -1% | 9 | -1% | 2% | 5% | 3% | 0 | 11 | 1%
COCCn1nnnc1C(c1ccccn1)N1CCN(c2cccc(C)c2C)CC1 (centres undefined) | -1% | 2% | 1% | 15 | -2% | -1% | 10% | 6% | 4 | -20 | -2%
CCOC(=O)c1ccccc1NC(=O)CSc1nnnn1C | 2% | -3% | -4% | 5 | -4% | 35% | -7% | -13% | 1 | 11 | 2%
CCCS(=O)(=O)c1c(S(=O)(=O)CCC)c2c3ccccc3ccn2c1C(=O)OC | -9% | -1% | -3% | -2 | -5% | u | 2% | 4% | 1 | 4 | -2%
O=C1c2ccccc2-c2nc3ccccc3cc21 | u | 2.1µM* | 0% | -7 | 5µM* | u | -27% | -15% | 3 | -3 | 3.5µM*
COC(=O)Cn1cc(C(=O)c2ccco2)c2ccccc21 | -3% | u | 1% | 2 | 2% | 16% | 15% | 2% | 2 | -10 | -26%
Cc1ccsc1C(=O)OCC(=O)c1ccc(OC(F)F)cc1 | 2% | 1.1µM* | -2% | 12 | u | x | x | -6% | x | 5 | 3%
CN(C)S(=O)(=O)N1CCN(C(=O)c2ccccc2Cl)CC1 | -6% | 0% | 3% | 3 | -10% | -18% | -9% | 5% | 0 | 5 | -2%
CSc1ccc(Cl)c(C(=O)Nc2cc(S(=O)(=O)N3CCOCC3)ccc2N2CCOCC2)c1 | -3% | x | -1% | -3 | x | x | x | -3% | x | 35[activator] | x
CCc1nnc(NC(=O)C2CCCCC2)s1 | 1% | 1% | -11% | 10 | 19% | 30% | 2% | x | -1 | 7 | 11%
O=C(CNc1cccc(S(=O)(=O)N2CCCC2)c1)Nc1ccc(F)c(F)c1 | -2% | 3% | -16% | 0 | -2% | x | x | -23% | x | 17 | 1%
COc1ccccc1C(=O)N1CCN(CCc2ccccc2)CC1 | 2% | 3% | -3% | -5 | -7% | -14% | -4% | x | -1 | 0 | -1%
Cc1ccc(N(CC(=O)NCc2ccccc2)C(=O)c2csnn2)c(C)c1 | 16% | 3% | -1% | 11 | 2% | 2% | -12% | -1% | 0 | -4 | -3%
ONC(=Nc1ccc(Cl)cc1)c1ccccc1Cl | 6% | 4% | -1% | 14 | 2% | 4% | 2% | -3% | 2 | -2 | -1%

Source: PubChem BioAssay
